TDP1 cell noCPT: qHTS for Inhibitors of human tyrosyl-DNA phosphodiesterase 1 (TDP1): qHTS in cells in absence of CPT. DT40 Tdp1-/- hTDP1 cells, no CPT, ATP luminescence, 48 h. AID 686978, 2013. hit rate 15% among 420,000. Potency, µM (series often up to 46.2 µM), inactives show top-dose activity change, negative = growth inhibition, hits mostly inhibitors; note: nearly all actives have a fitted effect of over 55% in size
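DT40 Tdp1-/-;hTDP1 cells, no CPT (DMSO vehicle only), 400 cells/well; compounds pin-transferred; ≥48 hr, 37 °C; CellTiter-Glo 30 min RT dark, luminescence read.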
TDP1 inh: qHTS Assay for Inhibitors of Tyrosyl-DNA Phosphodiesterase (TDP1) | Tyrosyl-DNA phosphodiesterase 1 (Homo sapiens), Q9NUW8 | hit rate 0.28% among 350,000 | AID 485290, 2010 | Potency, µM (series often up to 130 µM), without a hit: top-dose activity change, negative = inhibition, usual class: inhibitors | recombinant TDP1, AlphaScreen DNA substrate cleavage; note: nearly all actives have a fitted effect of over 40% in size
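Enzyme-compound mixtures sat 15 min at room temperature, followed by a 5 min reaction with 15 nM final substrate and 10 min with AlphaScreen beads. Recombinant human Tdp1 was used at 1 nM final.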
KAT2A inh: qHTS Assay for Inhibitors of GCN5L2; Histone acetyltransferase KAT2A (Homo sapiens), Q92830; GCN5L2 HAT assay, ThioGlo1 CoA-SH fluorescence; Potency, µM (series often up to 58.9 µM), for the others: at the highest dose activity change, negative = inhibition, most hits filed as inhibitors; hit rate 0.21% among 390,000
Target sequence (Q92830 whole entry, looked up): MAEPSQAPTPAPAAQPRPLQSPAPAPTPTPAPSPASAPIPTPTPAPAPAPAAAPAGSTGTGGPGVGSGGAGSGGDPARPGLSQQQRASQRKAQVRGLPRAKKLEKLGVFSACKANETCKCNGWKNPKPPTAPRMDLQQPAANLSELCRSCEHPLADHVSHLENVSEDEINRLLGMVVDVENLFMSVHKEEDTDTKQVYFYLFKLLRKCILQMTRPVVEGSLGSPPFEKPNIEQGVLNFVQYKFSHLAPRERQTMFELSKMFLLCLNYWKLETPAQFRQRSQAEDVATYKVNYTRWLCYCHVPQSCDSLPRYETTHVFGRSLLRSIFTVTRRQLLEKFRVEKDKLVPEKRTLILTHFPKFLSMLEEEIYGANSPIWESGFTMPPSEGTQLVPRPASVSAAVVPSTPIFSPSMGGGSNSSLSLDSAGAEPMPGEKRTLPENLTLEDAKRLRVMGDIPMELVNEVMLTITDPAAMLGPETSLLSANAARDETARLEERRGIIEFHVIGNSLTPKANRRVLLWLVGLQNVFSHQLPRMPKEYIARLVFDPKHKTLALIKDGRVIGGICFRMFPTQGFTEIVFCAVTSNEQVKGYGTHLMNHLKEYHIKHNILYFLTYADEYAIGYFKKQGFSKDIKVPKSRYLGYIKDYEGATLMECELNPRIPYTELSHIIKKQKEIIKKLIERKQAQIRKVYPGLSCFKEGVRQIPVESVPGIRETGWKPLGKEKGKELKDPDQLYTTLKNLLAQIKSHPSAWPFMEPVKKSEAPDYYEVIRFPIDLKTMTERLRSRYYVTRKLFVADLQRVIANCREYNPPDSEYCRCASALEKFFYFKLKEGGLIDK
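Preincubate 20nM GCN5L2 with compound 15 min, RT → add 50uM ThioGlo1 + 75uM H3(1-25) + 70uM acetyl-CoA → read fluorescence 0 and 20 min. Primary qHTS; fluorescent artifacts likely.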
Starred values were filed as active, the others as inactive; ? = inconclusive; . = not tested or not shown. Calls come from the whole dose curve; as a rule, active = well fitted curve in the direction sought with a large enough effect; inconclusive = small, poorly fitted or top-dose-only effect, or another doubt; inactive = no such curve, though single readings can be large; an effect the other way counts as inactive or inconclusive. % is set by controls: 0 for no effect and ±100 for the full control effect; potency is the fitted concentration of half-maximal effect. This is a subset. The share of hits here may be higher or lower than overall.

(1) CCCCCn1c(=O)[nH]c2cc(C(=O)N3CCN(CC)CC3)ccc2c1=O
(2) COc1cc(-c2[nH]ncc2CN2CCSCC2)cc(OC)c1OC
(3) COc1ccc(S(=O)(=O)c2c(O)c3ccc(C(=O)NCc4ccc(Cl)cc4)cc3[nH]c2=O)cc1
(4) COC(=O)c1ccccc1NC(=O)COC(=O)CO/N=C(\C)c1ccc2c(c1)OCO2
(5) Clc1cccc(NCc2nnc3n2CCCCC3)c1
(6) O=C(CSc1nnc(Cc2ccccc2)o1)NC1CC2CCC1C2 (stereo unspecified)

assay / compound	1	2	3	4	5	6
TDP1 cell noCPT	-22.7%	14.6µM*	3.5%	-28.7%	-2.9%	-9.1%
TDP1 inh	6.6%	7.1%	2.6%	-12.1%	1.2%	6.2%
KAT2A inh	-8.5%	-0.4%	-6.4%	-31.8%	-10.0%	-7.0%

(7) Cc1ccc(NS(=O)(=O)c2ccc(C3CCCCC3)cc2)cc1
(8) Cc1cc(O)cc(O)c1C(=O)Cc1cnn(-c2ccccc2)c1
(9) COC(=O)C1(C)NC(=O)c2ccccc2N1 (stereo unspecified)
(10) CC(=O)c1ccc(N2CCN(S(=O)(=O)c3csc(C(N)=O)c3)CC2)cc1
(11) CCc1cc2c(=O)c(-c3ccc(F)cc3)c(C(F)(F)F)oc2cc1OCC(=O)O
(12) O=C(Nc1ccccc1)C1=C[C@H](c2ccccc2)C[C@H](OCc2ccc(CO)cc2)O1

assay / compound	7	8	9	10	11	12
TDP1 cell noCPT	?	?	-1.7%	5.6%	.	?
TDP1 inh	-3.0%	0.5%	4.3%	1.9%	1.2%	5.1%
KAT2A inh	-10.8%	-7.7%	-8.6%	-16.4%	1.7%	-0.3%

(13) COCC(C)NC(=O)CCc1nnc(C2(c3ccc(Cl)cc3)CCC2)o1 (stereo unspecified)
(14) COc1ccc(CCNC(=O)CN(c2ccc(OC)c(OC)c2)S(=O)(=O)c2ccccc2)cc1OC
(15) COc1cccc(NC(=O)CN(C)C(=O)COc2cc(C)ccc2Cl)c1
(16) Cc1onc(-c2ccccc2)c1C(=O)N(Cc1ccccn1)Cc1ccccn1
(17) Cc1cccc(-c2nc(CN3CCCC(C(=O)NCc4ccc(Cl)cc4)C3)c(C)o2)c1 (stereo unspecified)
(18) Cn1c(=O)c2c(nc(N/N=C/c3cccs3)n2Cc2ccccc2)n(C)c1=O

assay / compound	13	14	15	16	17	18
TDP1 cell noCPT	10.8%	-0.5%	-24.9%	-11.9%	7.31µM*	23.1µM*
TDP1 inh	.	2.7%	.	0.0%	10.4%	6.7%
KAT2A inh	-7.8%	-4.3%	-4.3%	1.6%	-8.9%	-4.2%

(19) Cc1ccc(S(=O)(=O)N2CCN(c3cnn(C)c(=O)c3Cl)CC2)cc1
(20) Cn1cc(C(=O)NCCc2ccccc2)c(=O)c2cc(S(=O)(=O)N3CCCCCC3)ccc21
(21) CC(SCC(=O)Nc1ccccc1Br)c1nc2ccccc2c(=O)[nH]1 (stereo unspecified)
(22) C/C=C/c1ccc(OCC(=O)OCc2csc(Nc3ccc(C)cc3)n2)c(OC)c1
(23) c1ccc(-n2c(Sc3cnccn3)nnc2-c2cccs2)cc1
(24) COc1ccc(NC(=O)C2CCCN(S(=O)(=O)c3ccc4[nH]c(=O)ccc4c3)C2)cc1Cl (stereo unspecified)

assay / compound	19	20	21	22	23	24
TDP1 cell noCPT	-30.0%	?	-24.7%	-28.0%	4.0%	?
TDP1 inh	2.7%	0.0%	-0.2%	5.5%	2.3%	0.0%
KAT2A inh	2.2%	-8.2%	0.1%	-6.2%	-0.4%	-5.1%

(25) C=CCn1c(N)c(C(=O)Nc2cccc(C)c2)c2nc3ccccc3nc21
(26) CCCCCC(=O)Nc1ccc(C(=O)N/N=C/c2ccc([N+](=O)[O-])cc2)cc1
(27) CCOc1ccc(NS(=O)(=O)c2cccc(C(=O)NCC3(N(C)C)CCCCC3)c2)cc1
(28) CCc1ccc2oc(-c3cccc(NC(=O)C(C)(C)Oc4ccc(Br)cc4)c3)nc2c1
(29) CSCCC(NC(=O)c1ccco1)C(=O)NCC1CCCCC1 (stereo unspecified)
(30) Cc1c(Cl)cccc1NC(=O)C1CCN(c2nc3ccccc3[nH]2)CC1

assay / compound	25	26	27	28	29	30
TDP1 cell noCPT	-14.7%	-26.6%	?	.	7.3%	?
TDP1 inh	5.9%	-3.4%	-0.1%	5.8%	1.6%	-2.7%
KAT2A inh	-1.0%	-7.5%	-6.2%	-7.0%	-0.6%	-5.8%

11 structures from above, ordered by SMILES length, falling.
(24) COc1ccc(NC(=O)C2CCCN(S(=O)(=O)c3ccc4[nH]c(=O)ccc4c3)C2)cc1Cl (stereo unspecified)
(20) Cn1cc(C(=O)NCCc2ccccc2)c(=O)c2cc(S(=O)(=O)N3CCCCCC3)ccc21
(27) CCOc1ccc(NS(=O)(=O)c2cccc(C(=O)NCC3(N(C)C)CCCCC3)c2)cc1
(17) Cc1cccc(-c2nc(CN3CCCC(C(=O)NCc4ccc(Cl)cc4)C3)c(C)o2)c1 (stereo unspecified)
(22) C/C=C/c1ccc(OCC(=O)OCc2csc(Nc3ccc(C)cc3)n2)c(OC)c1
(18) Cn1c(=O)c2c(nc(N/N=C/c3cccs3)n2Cc2ccccc2)n(C)c1=O
(19) Cc1ccc(S(=O)(=O)N2CCN(c3cnn(C)c(=O)c3Cl)CC2)cc1
(25) C=CCn1c(N)c(C(=O)Nc2cccc(C)c2)c2nc3ccccc3nc21

assay / compound	24	20	27	17	22	18	19	25
TDP1 cell noCPT	?	?	?	7.31µM*	-28.0%	23.1µM*	-30.0%	-14.7%
TDP1 inh	0.0%	0.0%	-0.1%	10.4%	5.5%	6.7%	2.7%	5.9%
KAT2A inh	-5.1%	-8.2%	-6.2%	-8.9%	-6.2%	-4.2%	2.2%	-1.0%

(15) COc1cccc(NC(=O)CN(C)C(=O)COc2cc(C)ccc2Cl)c1
(23) c1ccc(-n2c(Sc3cnccn3)nnc2-c2cccs2)cc1
(29) CSCCC(NC(=O)c1ccco1)C(=O)NCC1CCCCC1 (stereo unspecified)

assay / compound	15	23	29
TDP1 cell noCPT	-24.9%	4.0%	7.3%
TDP1 inh	.	2.3%	1.6%
KAT2A inh	-4.3%	-0.4%	-0.6%

(further entries)
(31) O=C(C1CCCO1)N(Cc1ccccc1)c1ccccc1 (stereo unspecified)
(32) CSc1ncc(Cl)c(C(=O)Nc2ccccc2C)n1
(33) Cc1c(C(=O)NCc2ccco2)oc2c(Cl)cccc12
(34) COc1ccc(CCN(C)c2ccc(S(=O)(=O)N3CCCC3)cc2[N+](=O)[O-])cc1OC
(35) CCc1ccc(NC(=O)c2ccc3c(=O)n4nc(Nc5ccccc5C)sc4nc3c2)cc1
(36) CCC(=O)C1CCCN(C(=O)c2ccc(OC)c(OC3CCN(C(C)=O)CC3)c2)C1 (stereo unspecified)

assay / compound	31	32	33	34	35	36
TDP1 cell noCPT	-1.9%	-4.2%	4.6%	11.6µM*	13µM*	17.0%
TDP1 inh	0.0%	.	1.4%	2.7%	-2.8%	3.4%
KAT2A inh	-11.1%	8.4%	-6.8%	-28.7%	0.3%	-1.1%

(37) S=C(NCc1ccccn1)Nc1ccc(Cl)cc1
(38) CN1CCCN(C(=O)c2cccc(Br)c2)CC1
(39) Cc1ccc2c(=O)cc(C(=O)NCc3ccccc3)oc2c1
(40) CCOC(=O)C1(Cc2cccc(F)c2)CCN(CC(O)CO)CC1 (stereo unspecified)
(41) CCC1Oc2ccccc2N(CC(=O)NCc2ccco2)C1=O (stereo unspecified)
(42) O=C(O)c1ccc(NNC(=S)Nc2cc(C(F)(F)F)ccc2Cl)cc1

assay / compound	37	38	39	40	41	42
TDP1 cell noCPT	?	3.3%	-25.5%	7.0%	-13.9%	?
TDP1 inh	2.0%	2.2%	-8.6%	.	3.0%	7.6%
KAT2A inh	-15.0%	-10.7%	-0.7%	3.7%	-9.7%	-9.6%

(43) O=C1C=C(c2ccc(F)nc2)C[C@@H](c2ccc3c(c2)OCO3)C1
(44) CC(C)c1c(C(=O)N/N=C/c2ccncc2)nnn1-c1nonc1N
(45) CCOC(=O)CN1C(C(=O)c2ccccc2)=C(OC(=O)C(C)(C)C)c2ccccc2S1(=O)=O
(46) CCCNC(=O)c1ccc2c(=O)c(O)c(-c3cccc(Br)c3)[nH]c2c1
(47) Oc1ccc(Br)cc1-c1cc(-c2ccc(Cl)cc2)n[nH]1
(48) CCOC(=O)/C=c1\s/c(=C\c2ccc(C#N)cc2)c(=O)n1CC(=O)NCc1ccco1

assay / compound	43	44	45	46	47	48
TDP1 cell noCPT	?	0.4%	14.6µM*	?	?	-12.5%
TDP1 inh	1.2%	.	7.0%	9.5%	2.0%	2.6%
KAT2A inh	-0.9%	21.8%	-20.2%	?	-3.9%	-2.2%

(49) COc1ccc(/C=N/NC(=O)c2cc(C34CC5CC(CC(C5)C3)C4)[nH]n2)cc1O
(50) Cc1nnc(SCC(=O)Nc2ccc(Br)cc2)[nH]c1=O
(51) CCOC(=O)N1CCN(C(=O)CSc2nnc(Cn3c(=O)sc4ccccc43)n2C)CC1
(52) COc1ccc(C2C(C(=O)N3CCN(c4ccccn4)CC3)CCC(=O)N2c2ccc(OC)cc2)cc1 (stereo unspecified)
(53) COc1cc(OC)c(NC(=O)CCc2c(C)nc3ncnn3c2C)cc1Cl
(54) COc1ccc(C(=O)O)cc1S(N)(=O)=O

assay / compound	49	50	51	52	53	54
TDP1 cell noCPT	?	-14.3%	-15.4%	-2.4%	-0.2%	-85.1%
TDP1 inh	7.2%	1.2%	2.6%	-2.5%	4.6%	2.5%
KAT2A inh	-9.3%	0.0%	0.9%	-11.4%	-4.5%	-1.2%

(55) O=C(COC(=O)CNC(=O)C1CCCCC1)Nc1ccccc1
(56) COc1cccc(-n2cc(CN(C)Cc3nc(Cc4ccccc4)no3)cn2)c1
(57) Cc1ccc(S(=O)(=O)N(C)C[C@@H]2Oc3ccc(NS(C)(=O)=O)cc3CC(=O)N([C@H](C)CO)C[C@@H]2C)cc1
(58) CCc1ccc(N2C(=O)N(CC(=O)C(C)(C)C)c3ccccc3S2(=O)=O)cc1
(59) NC(=O)NCCN1CCN(c2ncc(C(F)(F)F)cc2Cl)CC1
(60) Cc1nn(-c2ccccc2)c(C)c1C=O

assay / compound	55	56	57	58	59	60
TDP1 cell noCPT	-5.4%	?	-10.9%	20.6µM*	1.4%	-18.8%
TDP1 inh	0.7%	.	0.4%	6.4%	-0.5%	5.0%
KAT2A inh	2.1%	-3.3%	-0.7%	-7.9%	-1.2%	-7.8%

(61) CCOc1cc(C#N)ccc1OCC(=O)N1CCc2ccccc2C1
(62) COc1ccc(-n2c(=O)c3ccc(C(=O)NCc4ccc(C)cc4)cc3n(Cc3ccc(F)cc3Cl)c2=O)cc1
(63) COc1ccc(OC)c(NC(=O)C(=O)NCc2ccncc2)c1
(64) CCOc1ccc(NC(=O)C(C)NC(=O)c2ccccc2Cl)cc1S(=O)(=O)N1CCCC1 (stereo unspecified)
(65) O=C(NCCc1ccccc1)c1cccc2c1C(=O)N(C1CCCCC1)C2
(66) CCOC(=O)C12CC1/C(=N/O)c1ccccc1O2 (stereo unspecified)

assay / compound	61	62	63	64	65	66
TDP1 cell noCPT	8.2%	-0.4%	-18.9%	15.1%	?	.
TDP1 inh	.	2.3%	3.5%	-4.9%	0.7%	8.0%
KAT2A inh	-4.8%	-6.1%	-2.4%	-7.6%	-11.5%	-3.2%

(67) Cc1ccccc1NC(=S)N1CCN(c2ccccc2C)CC1
(68) CCOC(=O)N1CCC(NC(=O)c2cc(C(=O)Nc3cccc(OC)c3)ccc2CO)CC1
(69) CC1=CC(C)(C)N(S(=O)(=O)c2ccc(C)cc2)c2ccc(C)cc21
(70) CC(C)Cn1c(N)c(C(=O)COC(=O)c2ccccc2F)c(=O)n(C)c1=O
(71) CCn1c2ccc(C)cc2c2n[nH]c(=S)nc21
(72) O=C(CN(C(=O)CCC(=O)Nc1ccccn1)c1ccc2c(c1)OCCO2)NCCc1ccccc1

assay / compound	67	68	69	70	71	72
TDP1 cell noCPT	?	-22.4%	18.4µM*	?	?	?
TDP1 inh	.	7.0%	0.0%	2.4%	.	6.3%
KAT2A inh	24.8%	-1.9%	0.0%	-4.3%	-19.4%	3.2%
